# MazF activator: activators of E. coli MazEF toxin-antitoxin RNase, primary screen, biochemical, fluorescence, uHTS. FAM/BHQ RNA-DNA oligo cleavage fluorescence, 5 h. activation, % at 20 µM. 0.32% of 350,000 active. AID 504720, 2011; in the data active means activation above about 50%
# Target sequence (P0AE70 whole entry, looked up): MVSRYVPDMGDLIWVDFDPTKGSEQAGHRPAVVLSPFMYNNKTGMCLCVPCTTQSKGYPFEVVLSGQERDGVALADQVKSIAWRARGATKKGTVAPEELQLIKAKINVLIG
# BoNT F protease: BoNT/F light chain protease inhibitors, primary screen, biochemical, flow cytometry, MLPCN library | Botulinum neurotoxin type F light chain protease (Clostridium botulinum) | Multiplex microsphere protease cleavage assay | inhibition, % at 10 µM | 0.22% of 360,000 active; in the data active means inhibition above about 35%, passing the limit was not always enough; inconclusive means no clear call, values can overlap the other calls; further: plate controls were buffer without enzyme for full effect and enzyme alone for no effect
# Rv3671c inh: Rv3671c serine protease inhibitors, primary screen, biochemical, fluorescence polarization, M. tuberculosis H37Rv | P9WHR9 | inhibition, % at 5.96 µM | 0.048% of 320,000 active | AID 2606, 2010; in the data active means inhibition above about 38%;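 further: extracellular domain of Rv3671c used as enzyme; 0% = enzyme with DMSO and 100% = no enzyme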
# Target sequence (P9WHR9 whole entry, looked up, the tested form may be a part): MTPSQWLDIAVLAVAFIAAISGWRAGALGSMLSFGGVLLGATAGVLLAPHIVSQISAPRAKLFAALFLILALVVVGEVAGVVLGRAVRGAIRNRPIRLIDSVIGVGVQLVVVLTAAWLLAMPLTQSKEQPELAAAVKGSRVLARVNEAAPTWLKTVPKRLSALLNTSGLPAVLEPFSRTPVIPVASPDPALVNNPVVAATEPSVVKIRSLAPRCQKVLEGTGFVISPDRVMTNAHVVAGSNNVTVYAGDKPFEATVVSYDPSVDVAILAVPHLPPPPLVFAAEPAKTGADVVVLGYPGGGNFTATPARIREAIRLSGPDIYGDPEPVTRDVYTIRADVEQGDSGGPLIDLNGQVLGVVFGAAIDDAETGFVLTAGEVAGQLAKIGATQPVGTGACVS
# FadD28 FP inh: inhibitors of FadD28 bisubstrate probe binding, primary screen, biochemical, fluorescence polarization, single point; inhibition, % at 12.5 µM; 0.22% of 360,000 active; AID 588549, 2011; Mycobacterium tuberculosis FadD28 fatty-acid-AMP ligase; in the data active means inhibition above about 8.5%, passing the limit was not always enough; inconclusive means no clear call, values can overlap the other calls
# FBA Mtb inh: Mtb FBA enzyme inhibitors, primary screen, biochemical, fluorescence, strain H37Rv. inhibition, % at 1 µM. purified M. tuberculosis FBA, fluorescence read-out. 2.3% of 360,000 active. Fructose-bisphosphate aldolase (Mycobacterium tuberculosis (strain ATCC 25618 / H37Rv)), …; in the data active means inhibition above about 27%;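 further: 0% = vehicle and 100% = reference inhibitor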
# Target sequence (P9WQA3 whole entry, looked up): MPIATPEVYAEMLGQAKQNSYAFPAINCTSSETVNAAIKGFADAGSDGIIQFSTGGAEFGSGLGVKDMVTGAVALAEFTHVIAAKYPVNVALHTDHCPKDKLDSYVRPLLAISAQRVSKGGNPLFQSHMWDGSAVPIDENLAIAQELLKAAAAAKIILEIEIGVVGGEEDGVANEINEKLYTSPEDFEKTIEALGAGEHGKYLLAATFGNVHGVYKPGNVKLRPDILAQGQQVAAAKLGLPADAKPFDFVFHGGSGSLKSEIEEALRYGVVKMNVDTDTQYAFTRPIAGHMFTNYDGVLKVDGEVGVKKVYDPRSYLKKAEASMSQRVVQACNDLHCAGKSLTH
# GDH-TPI counter: GDH-TPI coupling enzyme inhibitors, primary screen, artefact control for M. tuberculosis FBA inhibitor project, biochemical, absorbance, full deck | GDH-TPI coupled enzyme counterscreen, NADH absorbance | inhibition, % at 4.8 µM | AID 588335, 2011 | 1.2% of 360,000 active; in the data active means inhibition above about 30%;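 further: 0% = DMSO wells and 100% = wells lacking the enzyme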
# PrPC surface inh: inhibitors of human cell surface prion protein PrPC, primary screen, cell-based, TR-FRET. inhibition, % at 13.8 µM. 0.43% of 370,000 active. AID 720596, 2013. Major prion protein (Homo sapiens), P04156. TR-FRET read-out; in the data active means inhibition above about 24%; further: 0% = median of the test wells and 100% = reference compound wells
# BioA inh: M. tuberculosis BioA enzyme inhibitors, primary screen, biochemical, plate reader, single point, HTS | purified M. tuberculosis BioA enzyme | inhibition, % at 9.99 µM | 7,8-diaminopelargonic acid synthase BioA (Mycobacterium tuberculosis) | 0.096% of 360,000 active; in the data active means inhibition above about 40%; inconclusive means no clear call, values can overlap the other calls
# Mtb UGM inh: M. tuberculosis UGM enzyme inhibitors, primary screen, biochemical, fluorescence polarization, single point. purified UGM, fluorescence polarization probe displacement. 0.06% of 320,000 active. AID 504406, 2011. UDP-galactopyranose mutase (Mycobacterium tuberculosis (strain ATCC 25618 / H37Rv)), …. inhibition, % at 10 µM; in the data active means inhibition above about 10%, passing the limit was not always enough; inconclusive means no clear call, values can overlap the other calls
# Active calls of the source: *; ? = inconclusive; nt = no result given; & = joins results of further samples.
structure	BioA inh	FBA Mtb inh	MazF activator	Rv3671c inh	Mtb UGM inh	GDH-TPI counter	FadD28 FP inh	BoNT F protease	PrPC surface inh
CC(=O)Nc1ccc(S(=O)(=O)NCc2cn3ccsc3n2)cc1	0.7	1	3	0	0.5	-4	-0.7	-2	-2
CN(C)Cc1nnnn1-c1cccc(-n2nnnc2CN(C)C)c1	nt	2	-2	5	-0.3	3	-5.5	0	2
CC1CCN(C(c2cccs2)c2nnnn2Cc2ccccc2)CC1 (stereo unspecified)	1.3	1	-8	-7	1.2	-7	-5.0	-6	18
Cc1ccccc1Cn1cc(NC(=O)COc2ccccc2)cn1	0.8	-1	8	1	-0.3	4	-1.5	5	3
Cc1ccc(S(=O)(=O)N2CCOCC2)cc1NC(=O)CSc1nnnn1C1CCCC1	-0.5	1	2	-5	2.8	5	-0.1	-18	9
Cc1nn(CC(=O)NCc2ccco2)c(C)c1[N+](=O)[O-]	-2.2	-1	1	5	1.5	-4	?	1	3
Cc1cc(OCCSc2nnc(-c3cccs3)n2C)ccc1Cl	0.1	-6	-3	3	-4.0	10	-0.7	8	7
O=C(Cn1nc(-c2ccccc2)c2ccccc2c1=O)Nc1cccc(O)c1	nt	0	14	-18	-3.0	-3	-4.0	-11	-4
Nc1cc(-c2cccc(Br)c2)nn1Cc1ccccc1	2.4	-1	-7	-4	-0.9	1	-4.2	-9	4
c1ccc(COc2ccc(OCCn3cncn3)cc2)cc1	1.1	3	2	-6	-0.4	-4	-1.0	-45	-1

# In the list so far, these contain a halogen.
structure	BioA inh	FBA Mtb inh	MazF activator	Rv3671c inh	Mtb UGM inh	GDH-TPI counter	FadD28 FP inh	BoNT F protease	PrPC surface inh
Cc1cc(OCCSc2nnc(-c3cccs3)n2C)ccc1Cl	0.1	-6	-3	3	-4.0	10	-0.7	8	7
Nc1cc(-c2cccc(Br)c2)nn1Cc1ccccc1	2.4	-1	-7	-4	-0.9	1	-4.2	-9	4

# Next records
structure	BioA inh	FBA Mtb inh	MazF activator	Rv3671c inh	Mtb UGM inh	GDH-TPI counter	FadD28 FP inh	BoNT F protease	PrPC surface inh
COC(=O)CNC(=O)c1cn(CC(C)C)c(=O)c2cc(OC)c(OC)cc12	-2.5	0	6	3	1.4	-1	-1.0	4	-2
Cc1cc([N+](=O)[O-])nn1CC(=O)Nc1cc(F)ccc1F	nt	0	-10	4	-0.2	-12	-4.1	-14	-8
C[C@H](CO)N1C[C@H](C)[C@H](CN(C)C(=O)c2ccccc2)Oc2cc(Br)ccc2S1(=O)=O	9.9&14	-3	-4	nt	nt	5	-4.1	1	-7
Cc1cccc(NS(=O)(=O)c2cc3c(cc2C)NC(=O)CO3)c1	-0.3	3	-4	2	0.2	-12	1.0	-5	-3
CC1CCC(C(=O)NC(C(=O)N2CCc3ccccc3C2)C(C)C)CC1 (stereo unspecified)	0.1	-1	-3	-1	-0.3	-7	-2.7	-6	0
Cc1ccc(CNC(=O)CC(C)S(=O)(=O)c2ccc3c(c2)NC(=O)C(C)S3)cc1 (stereo unspecified)	0.6	-3	1	-3	3.3	0	0.5	5	4
COc1c(Br)cc(Br)cc1C(=O)Nc1ccccc1N1CCCC1	0.3	0	4	nt	-3.2	7	1.4	-20	1
CC(C)Nc1nnc(SC(C)C(=O)N(C)C2CCCCC2)s1 (stereo unspecified)	nt	-3	3	11	-1.6	1	-4.9	6	0
Cc1cc(Nc2cc(Cl)nc(Sc3ccc(NC(=O)C4CC4)cc3)n2)n[nH]1	12	3	5	-15	-3.1	0	-6.0	-3	0
Cc1ccc(S(=O)(=O)N2CCN(C(=O)Cn3c(=O)oc4ccccc43)CC2)c(C)c1	7.0	2	5	4	-0.9	8	-4.8	0	-1
COc1ccc(C)cc1NC(=O)CN(c1ccccc1F)S(C)(=O)=O	0.3	-11	1	-2	-2.2	10	-3.3	-10	-6
COC(=O)c1ccccc1NC(=O)Nc1cccnc1	nt	12	2	4	-4.6	-10	-2.4	-2	0
Cc1nc2cc(C(=O)N3CCC4(CC3)OCCO4)ccc2n1-c1ccc(Br)cc1	14	2	5	8	nt	18	-3.8	4	1
CSc1nc(C)c(Cc2ccccc2)c(=O)[nH]1	-1.4	-2	-3	-5	4.4	-2	-2.6	-9	1
CSc1nsc(SC)c1NC(=O)OCc1ccccc1	nt	1	10	-1	2.2	-3	-2.0	-5	-9
CCN1CCN(c2cc(C)c3cc(NC(=S)N4CCN(c5ccccc5)CC4)ccc3n2)CC1	2.2	11	15	0	2.5	4	-2.2	-6	0
COc1ccc(Nc2cc(C)c3ccc(O)cc3n2)cc1	nt	4	1	10	-1.2	29	-0.3	-6	-6
COc1cccc(NC(=O)C2CCN(S(=O)(=O)c3ccc4[nH]c(=O)oc4c3)CC2)c1	1.4	-5	-8	-7	-2.8	-3	1.3	4	1
Cc1onc(-c2ccccc2)c1C(=O)N1CCN(c2ccccn2)CC1	1.7	21	-2	7	0.9	0	0.6	2	-5
O=C(NCc1ccc(Cl)cc1)C1CCN(S(=O)(=O)c2cccs2)CC1	-0.9	-1	3	-5	0.7	-3	-2.7	7	1

# Rewritten with two lines to a compound: part of the list above.
# Values run as follows: BioA inh, FBA Mtb inh, MazF activator, Rv3671c inh, Mtb UGM inh, GDH-TPI counter, FadD28 FP inh, BoNT F protease, PrPC surface inh
- CSc1nsc(SC)c1NC(=O)OCc1ccccc1
  nt, 1, 10, -1, 2.2, -3, -2.0, -5, -9
- CCN1CCN(c2cc(C)c3cc(NC(=S)N4CCN(c5ccccc5)CC4)ccc3n2)CC1
  2.2, 11, 15, 0, 2.5, 4, -2.2, -6, 0
- COc1ccc(Nc2cc(C)c3ccc(O)cc3n2)cc1
  nt, 4, 1, 10, -1.2, 29, -0.3, -6, -6

# Next structures.
structure	BioA inh	FBA Mtb inh	MazF activator	Rv3671c inh	Mtb UGM inh	GDH-TPI counter	FadD28 FP inh	BoNT F protease	PrPC surface inh
Cc1c(Cl)ccc2sc(NC(=O)CN3C(=O)c4ccccc4C3=O)nc12	-1.6	-1	-27	4	-1.8	-16	-4.8	0	-7
O=Cc1ccc(Oc2nc(Cl)ncc2F)cc1	-2.2	-1	-5	nt	1.6	10	-0.3	?	6
CCOCCCNC(=O)C1CCCCN1S(=O)(=O)c1ccc(F)cc1 (stereo unspecified)	-0.1	6	13	-3	-1.1	6	1.3	-3	-2
COc1ccc(CNS(=O)(=O)c2c(C)[nH]c(C)c2C(=O)N2CCCC2)cc1	-0.5	0	-9	6	0.2	10	-3.5	-5	0
CC1(C)N=C(/C=N/O)CN1O	-1.0	0	2	-7	0.2	-3	-2.3	1	8
Cc1cc(N)n(C2CCN(C)CC2)n1	3.7	3	12	7	1.4	5	1.8	-20	0
Cn1ncc2c1ncn1nc(COc3ccc4ccccc4c3)nc21	nt	3	5	14	-1.4	-5	-1.6	0	-3
O=C(NCc1ccc(F)cc1)c1ccc2c(=O)n3c(nc2c1)CCCCC3	-3.3	2	7	5	-1.2	11	-2.1	-3	6
Cc1ccc(-n2ncc(C(=O)NCC3CCN(C4CCCC4)C3)c2C2CCN(C(=O)OC(C)(C)C)CC2)cc1C (stereo unspecified)	-2.3	-3	5	5	-0.2	2	-0.7	9	4
O=[N+]([O-])c1cc(-c2nnc(-c3ccccc3)o2)ccc1Oc1ccc(Cl)cc1	1.0	-2	7	-14	-0.2	0	1.6	2	-2
Cn1c2c(c(=O)n(C)c1=O)C(NC(=O)C(C)(C)C)(C(F)(F)F)C(=O)N2 (stereo unspecified)	-0.1	1	14	-7	0.7	-3	-0.8	?	4
O=Cc1sc(=O)n(Cc2cccc(C(=O)O)c2)c1Cl	-2.5	0	-16	5	-13	4	-4.6	4	4
Cn1c(OCc2ccco2)nc2c1c(=O)n(Cc1ccc(Cl)c(Cl)c1)c(=O)n2C	3.3	1	-2	2	-0.1	-3	-3.0	-8	nt
CCc1ccc(NC(=O)/C(C#N)=C/c2ccncc2)cc1	-2.7	2	-19	-9	0.4	3	-0.4	-2	4
CCOc1ccc(-c2cc(C(=O)N3CCC4(CC3)OCCO4)c3ccccc3n2)cc1	nt	11	10	nt	nt	3	-1.7	nt	-1
Cc1cc2nc(-c3ccc[nH]c3=O)n(Cc3ccccc3F)c2cc1C	0.5	14	-1	nt	-4.1	-3	nt	1	-6
Cc1ccc(NC(=O)C(OC(=O)c2cnc(C)cn2)c2ccccc2)c([N+](=O)[O-])c1 (stereo unspecified)	-0.7	25	1	-6	0.5	10	-1.3	-8	-26
Clc1ccc(N2CCN(Cc3ccccc3Cl)CC2)cc1	1.5	7	-2	18	-1.5	-2	-2.4	-15	10
COc1ccc(NC(=O)C(c2ccc(C)cc2)N(C)C(=O)CC2NC(=O)NC2=O)cc1 (stereo unspecified)	0.3	-1	2	-4	0.3	11	-2.4	-2	6
O=C1NC(NS(=O)(=O)c2ccccc2)(C(F)(F)F)C(=O)N1c1ccc(F)cc1 (stereo unspecified)	nt	0	7	-3	-2.0	4	0.2	-5	2
Cc1ccc(N=Nc2ccc(O)c3ncccc23)cc1	nt	-1	12	18	0.0	18	-1.2	-41	-1
CC1CCN(S(=O)(=O)c2nnc(NC(=O)COc3ccccc3F)s2)CC1	1.1	5	8	4	2.7	3	-1.9	5	-7
CCN(CC)S(=O)(=O)c1cccc(C(=O)Nc2cc(C)on2)c1	1.7	1	16	7	0.2	-6	-2.8	2	3
COc1ccc(Cl)cc1S(=O)(=O)N1CCN(c2ccc(F)cc2)CC1	-0.3	3	2	-7	0.1	-2	-7.3	-4	-4
Cc1c(NC(=O)CCC(=O)N2CCOCC2)c(=O)n(-c2ccccc2)n1C	-0.3	-6	1	6	2.5	7	-2.9	-4	5
O=C(/C=C/c1ccccn1)c1cc(Br)ccc1O	2.1	2	10	5	1.1	8	-1.9	-5	-8

# Some values from the entries so far:
# `Cc1c(NC(=O)CCC(=O)N2CCOCC2)c(=O)n(-c2ccccc2)n1C` in PrPC surface inh → 5
# `CC1CCN(S(=O)(=O)c2nnc(NC(=O)COc3ccccc3F)s2)CC1` in BoNT F protease → 5

# Source: PubChem BioAssay
